High-throughput results: PubChem, National Center for Advancing Translational Sciences (NCATS)
GLP-1R agonist – GLP-1 receptor (human) agonism; Potency, µM (top dose mostly 45.6 µM), without a hit: at the highest dose activation, actives largely listed as activators; HEK293 GLP-1R CRE-luciferase, luminescence, 4-6 h; cells express a hypersensitive GLP-1R form; 380,000 compounds, 0.007% hits; P43220; also: potency is read from the fitted curve at half-maximal effect; % of control where 0% means no effect
Target sequence (P43220 whole entry, looked up): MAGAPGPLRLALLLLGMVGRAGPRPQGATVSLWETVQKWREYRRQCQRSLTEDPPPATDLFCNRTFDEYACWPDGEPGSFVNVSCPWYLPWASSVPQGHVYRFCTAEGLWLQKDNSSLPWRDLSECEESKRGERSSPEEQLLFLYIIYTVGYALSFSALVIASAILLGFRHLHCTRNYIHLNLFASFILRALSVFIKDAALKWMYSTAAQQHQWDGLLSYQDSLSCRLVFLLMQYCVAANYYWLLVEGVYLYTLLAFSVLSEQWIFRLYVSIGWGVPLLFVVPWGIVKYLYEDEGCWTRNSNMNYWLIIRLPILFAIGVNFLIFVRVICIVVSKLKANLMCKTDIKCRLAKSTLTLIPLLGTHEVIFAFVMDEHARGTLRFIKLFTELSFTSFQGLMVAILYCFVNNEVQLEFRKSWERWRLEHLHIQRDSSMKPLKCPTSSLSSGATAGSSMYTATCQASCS
GLP1R cytotox – cytotoxic in the GLP-1 receptor inverse agonist counter-screen. HEK293 cAMP-luciferase reporter cells, luminescence, 24 h. Potency, µM (highest dose often 38.3 µM), inactives show at the highest dose activity change, negative = inhibition, most hits filed as inhibitors. 410,000 compounds, 0.13% hits. AID 624418;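 also: loss of luciferase light is scored as toxicity; potency is read from the fitted curve at half-maximal effect; % is scaled to controls: 0 for no effect and ±100 for the full control effect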
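To flag toxic compounds, the library was rerun on cells for 24 hr at 37 deg C and 5% CO2. Viability-linked luminescence was captured 12 min after adding luciferase detection reagent.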
PTHR1 ag – agonists of human PTHR1 parathyroid hormone receptor. HEK293 GP2 PTHR1 cells, GloSensor cAMP luminescence, 1 h. 410,000 compounds, 0.075% hits. AID 743266. Potency, µM (top dose mostly 115 µM), for inactives: at the highest dose activation, most hits filed as activators; also: potency is read from the fitted curve at half-maximal effect; nearly all actives have a fitted effect of over 55% in size; some results filed as inactive show a strong effect at the top dose; inactives centre near -15; many of its hits are not listed in these tables
Target sequence (Q03431 whole entry, looked up): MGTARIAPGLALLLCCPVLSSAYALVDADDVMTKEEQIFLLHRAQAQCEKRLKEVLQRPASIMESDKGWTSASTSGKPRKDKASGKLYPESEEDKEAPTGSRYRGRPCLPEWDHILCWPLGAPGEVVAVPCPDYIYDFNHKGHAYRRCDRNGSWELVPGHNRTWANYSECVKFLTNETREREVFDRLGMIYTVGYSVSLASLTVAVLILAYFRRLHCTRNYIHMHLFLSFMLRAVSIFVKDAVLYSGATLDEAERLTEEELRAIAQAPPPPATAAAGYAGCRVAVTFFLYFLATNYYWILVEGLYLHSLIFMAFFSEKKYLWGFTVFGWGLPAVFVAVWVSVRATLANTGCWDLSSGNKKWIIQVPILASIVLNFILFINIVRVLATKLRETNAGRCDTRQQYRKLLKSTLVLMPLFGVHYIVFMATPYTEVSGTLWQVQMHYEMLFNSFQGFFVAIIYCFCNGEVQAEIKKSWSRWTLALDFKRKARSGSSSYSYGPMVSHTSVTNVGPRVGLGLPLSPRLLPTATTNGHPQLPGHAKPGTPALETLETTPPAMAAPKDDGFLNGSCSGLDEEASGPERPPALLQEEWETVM
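HEK-293-derived GP2 cells expressing PTHR1 and a GloSensor cAMP reporter, 3,000/well, plated overnight, given luciferin plus IBMX (each 0.5 mM as added) for 1 h at 37 °C, then compound for 1 h at 37 °C. Luminescence was read after 15 min at room temperature.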
D3 ag – agonists of human D3 dopamine receptor. P35462. AID 652048. 410,000 compounds, 0.58% hits. max activation, %. D3R DiscoveRx beta-arrestin cells, luminescence, 90 min; in the data active = max activation above about 30%; also: 0% is about no effect; mostly tested at two doses, the higher about 12 µM
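Agonist-mode cell screen: cells plated at 1500/well and incubated overnight at 37 °C, then exposed to library compounds for 90 min at 37 °C. Detection reagent was added for 30–60 min at room temperature, and luminescence was read.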
aSyn rescue – rescues yeast growth from alpha-synuclein toxicity; Yeast expressing alpha-synuclein, growth rescue, BacTiter-Glo, 24 h; Potency, µM (series often up to 46.1 µM), inactives show at the highest dose growth rescue (activation), usual class: activators; 370,000 compounds, 0.14% hits; also: potency is read from the fitted curve at half-maximal effect; % of control where 0% means no effect; nearly all actives have a fitted effect of over 65% in size
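Rescue of yeast growth: cells expressing toxic alpha-synuclein, induced in galactose at OD600 0.02, incubated with compound 24 h at 30 C. ATP luminescence quantified growth; inhibitors of toxicity appear as activators.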
DRD3 antagonist – D3 dopamine receptor (human) antagonism | P35462 | AID 652054 | 360,000 compounds, 2.5% hits | max response, negative = inhibition, % | D3R cells, DiscoveRx beta-arrestin luminescence, antagonist mode; hits give low values; in the data active = max response below about -50%; inconclusive = no clear call, values can overlap the other calls; also: % is scaled to controls: 0 for no effect and ±100 for the full control effect; mostly tested at two doses, the higher about 12 µM
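Cells plated overnight at 1500 cells/well, then exposed to library compounds with dopamine controls for 90 minutes at 37 degrees C. DiscoveRx reagent added for 30–60 minutes at room temperature; luminescence read, quantitative HTS format.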
TDP-43 yeast inh – TDP-43 toxicity inhibition in yeast | AID 652104 | TDP-43 expressing yeast growth rescue, BacTiter-Glo, 24 h | Potency, µM (titrated, usually from 46.1 µM), for inactives: top-dose growth rescue (activation), most hits filed as activators | 410,000 compounds, 1.8% hits; also: potency is read from the fitted curve at half-maximal effect; % of control where 0% means no effect; nearly all actives have a fitted effect of over 50% in size
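Readout is BacTiter-Glo luminescence of cell growth, so inhibitors register as activators. TDP-43-expressing yeast at OD600=0.02 in galactose medium, after raffinose pregrowth to mid-log, were incubated with compound for 24 hr at 30 deg C.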
GLP1R inv ag – GLP-1 receptor (human) inverse agonism | P43220 | HEK293 GLP-1R CRE-luciferase, luminescence, 24 h; GLP-1R form is constitutively active | Potency, µM (top dose mostly 38.3 µM), without a hit: at the highest dose activity change, negative = inhibition, actives largely listed as inhibitors | 410,000 compounds, 1.6% hits; also: potency is read from the fitted curve at half-maximal effect; % is scaled to controls: 0 for no effect and ±100 for the full control effect; nearly all actives have a fitted effect of over 55% in size
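qHTS in 1536-well format: reporter HEK293 cells expressing constitutive GLP-1R activity in DMEM + 10% Nu serum, 24 hr with compounds at 37 deg C, luminescence read after 12 min with detection reagent.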
KB-V1 MDR tox – KB-V1 MDR subline cytotoxicity; KB-V1 MDR cells viability, CellTiter-Glo, 72 h; Potency, µM (doses to about 46.1 µM), for the others: at the highest dose activity change, negative = cytotoxicity, hits mostly cytotoxic; 400,000 compounds, 3.4% hits; AID 1347076; also: potency is read from the fitted curve at half-maximal effect; % is scaled to controls: 0 for no effect and ±100 for the full control effect; nearly all actives have a fitted effect of over 60% in size
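KB-V1, DMEM (no phenol red) + 10% FBS; cpd pin-transferred, titration series; 72 h, 37 degrees C; CellTiter-Glo, luminescence. Data normalized, curve-fit.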
The depositor's hits bear a star; i = inactive; ? = inconclusive; · = not tested or not shown; [ ] = dose if it differs, or a comment. Unless noted, calls follow the shape of the dose curve; as a rule, active = well fitted curve in the direction sought with a large enough effect; inconclusive = small, poorly fitted or top-dose-only effect, or another doubt; inactive = no such curve, though single readings can be large; an effect the other way counts as inactive or inconclusive.

Values run as follows: GLP-1R agonist | GLP1R cytotox | PTHR1 ag | D3 ag | aSyn rescue | DRD3 antagonist | TDP-43 yeast inh | GLP1R inv ag | KB-V1 MDR tox
- CCC(=O)Nc1sc2c(c1C(N)=O)CCN(C(C)=O)C2
→ -6% | -5% | -7% | 2 | -6% | ? | 15% | 5% | 5%
- N#Cc1ccc(NC(=O)COC(=O)C2Cc3ccccc3CN2C(=O)c2ccccc2)cc1 (stereo not given)
→ -1% | 0% | -3% | 0 | -1% | 3 | 0% | 17% | -26%
- N/C(=N/O)c1nc(N2CCCC2)nc(N2CCCC2)n1
→ 4% | -3% | -12% | 4 | -5% | 49 | -25% | 38%[activator] | 5%
- Cc1ccc(NC(=O)C2CCCN2C(=O)OCc2ccccc2)cc1F (stereo not given)
→ -2% | 3% | -26% | 1 | 3% | 8 | 27% | ? | 0%
- Cc1nn(C)c(C(=O)N/N=C/c2ccc(-c3ccccc3)cc2)c1Cl
→ -4% | -7% | -33%[inhibitor] | 0 | 4% | 17 | 0% | 5% | -5%
- NS(=O)(=O)c1ccc(CCNC(=O)COC(=O)/C=C/c2ccc(OC(F)F)cc2)cc1
→ 3% | 5% | -50%[inhibitor] | -3 | -3% | 12 | 2% | 12% | 14%
- Cc1cccc(C)c1Nc1nnc(SCC(=O)NC(=O)c2cccn2C)s1
→ -3% | 9% | i | 9 | -6% | 2 | -11% | ? | 0%
- Cc1cc(NC(=O)c2cc(-c3ccc(OC(C)C)cc3)nc3ccccc23)no1
→ 13% | -3% | i | -13 | -7% | -5 | -4% | -28% | ?
- CCSc1nnc(-c2c[nH]c3ccccc23)o1
→ 14% | 3% | -8% | 5 | -13% | -13 | 8% | -14% | 11%
- CN(C)S(=O)(=O)c1cccc(COc2ccccc2C(=O)Nc2ccccc2)c1
→ 13% | -5% | i | 1 | -2% | 7 | 10% | ? | -31%
- COc1cccc(-c2c(-c3cc(OC)cc(OC)c3)n(C)c3ccc(-c4ccc5[nH]ccc5c4)cc23)c1
→ -1% | -25% | -33%[inhibitor] | 32* | 0% | 30 | 8% | -25% | -5%
- Cc1c(C(=O)N(C)C(C)c2ccccn2)oc2c(F)cccc12 (stereo not given)
→ ? | 2% | -14% | 5 | 12% | 0 | ? | 7% | ?
- O=C(CCN1C(=O)/C(=C/c2ccc(F)cc2)SC1=S)Nc1cc([N+](=O)[O-])ccc1O
→ 0% | 2% | -34%[inhibitor] | 0 | 1% | -6 | 9% | 10% | 18%
- C=CCOc1ccc(CNc2ccc3[nH]c(=O)[nH]c3c2)cc1OC
→ 19% | 12% | i | 2 | -8% | 2 | -6% | 59%[activator] | 1%
- CCOc1cc(C(=O)N2CCC(c3ccncc3)CC2)cc(OCC)c1OCC
→ · | 7% | -22% | 5 | · | · | 0%[9.22 µM] | 8% | -21%
- Cc1cccc(N2C(=O)CSC23C(=O)N(C)c2ccccc23)c1 (stereo not given)
→ 16% | 1% | -9% | 6 | 0% | · | 2% | 11% | -20%
- CCN(C(=O)CSc1nc2cc(Cl)ccc2c(=O)n1CC(C)C)C1CCS(=O)(=O)C1 (stereo not given)
→ 1% | 3% | 7% | -6 | -2% | -15 | 9% | 2% | -5%
- O=C(O)c1cccnc1SC1CC(=O)N(Cc2ccccc2)C1=O (stereo not given)
→ -8% | 9% | i | 4 | -13% | 16 | 13% | 92%[activator] | 18%
- CC1=C(C(=O)OCC(C)C)C(c2ccsc2)NC(=O)N1 (stereo not given)
→ 3% | 3% | -47%[inhibitor][57.5 µM] | 4 | -7% | 54 | 7% | -1% | -13%
- CCCn1cc(S(=O)(=O)c2ccc(C)cc2)c(=O)c2cc(OCC)ccc21
→ 15% | -5% | -2% | 5 | -1% | -1 | -6% | 29% | -5%
- CCN(CC)CCCn1c2c(c(SCC(=O)N3CCc4ccccc43)nc1=O)CCC2
→ 1% | 3% | -20% | -11 | 0% | 7 | -12% | ? | 10%
- COC(=O)[C@@H](NS(=O)(=O)c1cc(Br)ccc1Br)C(C)C
→ 0% | -3% | i | 4 | 3% | 2 | 0% | ? | 11%
- CC1=NN(c2cc(Cl)c(S(=O)(=O)O)cc2Cl)C(=O)C1
→ -2% | -16% | i | 15 | 0% | 2 | -7% | -15% | 14%
- O=C(Nc1ccc(Br)cc1)c1ccc2ncsc2c1
→ 1% | 0% | -29% | -9 | -6% | -9 | 3.2µM* | ? | ?
- COc1ccccc1N1CCN(C(c2ccccc2)c2nnnn2CCc2ccccc2)CC1 (stereo not given)
→ 0% | 0% | -10%[57.5 µM] | -9 | 8% | 0 | -2% | 11µM* | -17%
- Cn1nnc2c(N3CCCCC3)nccc21
→ 4% | -15% | i | 6 | 4% | 66 | 8% | 18% | 7%
- S=C(Nc1ccc(Br)cc1Cl)N1CCN(c2ccccn2)CC1
→ -8% | 8% | -18% | 0 | 0% | -15 | -10% | -27% | 2%
- O=C1NC(=O)/C(=C\c2ccc(OCc3cccc(C(=O)O)c3)c(Cl)c2)N1
→ 0% | 1% | -42%[inhibitor] | 3 | 3% | 16 | 10% | ? | 0%
- COc1ccc(C2C(C(=O)c3ccco3)=C(O)C(=O)N2CCCn2ccnc2)c(OC)c1 (stereo not given)
→ 1% | 9% | -30%[inhibitor] | -25 | -16% | -21 | -17% | 10% | -7%
- COc1ccc(-n2c(SCCC#N)nnc2-c2cc(Cl)ccc2OC)cc1Cl
→ 3% | -31% | i | 3 | 7% | 3 | ? | ? | ?
- CC1(c2nnc(-c3ccc(Cl)cc3)o2)CC(c2c(Cl)cccc2Cl)=NO1 (stereo not given)
→ 6% | -1% | i | 25 | -3% | 45 | 24% | -16% | -2%
- COc1ccc(-c2c3c(=O)n(C)c(=O)n(C)c3cn2N2CCOCC2)cc1
→ 16% | 11% | -2%[57.5 µM] | -3 | -1% | -22 | 2% | 71%[activator] | 3%
- Cc1csc(=Nc2cccnc2)n1CC1CCCCC1
→ 3% | 4% | i | 10 | -7% | -11 | 19% | -19% | 4%
- CCOC(=O)N1CCN(C(=O)CCNS(=O)(=O)c2ccc(C)c(C)c2)CC1
→ 8% | -1% | -26% | 2 | 2% | 23 | 0% | 12% | 16%
- CCOc1ccc(N(CC)S(=O)(=O)N2CCCC(C(=O)NCc3ccccc3Cl)C2)cc1 (stereo not given)
→ · | -18% | -34%[inhibitor] | -14 | · | · | 0% | ? | -3%
- COc1ccc(N2Cc3cccc(C(=O)Nc4cccc(F)c4)c3C2=O)cc1
→ · | 19% | -61%[inhibitor] | -7 | · | · | 12% | 9% | 0%
- O=C(NNC(=S)NC(=O)c1ccc(F)cc1)c1ccncc1
→ -2% | -7% | i | -12 | -1% | 0 | -5% | 12% | 1%
- Cc1cc(C)n2nc(C(=O)OCC(=O)Nc3ccc(F)cc3F)nc2n1
→ -14% | -2% | i | -5 | -1% | -19 | -16% | 10% | 4%
- O=C1CC(C(=O)Nc2ccccc2)N=C(N2CCOCC2)N1 (stereo not given)
→ -7% | -8% | -36%[inhibitor] | -3 | -1% | -18 | -5% | -18% | 21%
- COc1ccc(-c2csc3ncn(-c4ccc(C)cc4)c(=O)c23)cc1OC
→ 17% | -2% | i | 6 | -1% | -6 | 17%[9.22 µM] | ? | ?

A different layout for part of the listing above.
> CC1=NN(c2cc(Cl)c(S(=O)(=O)O)cc2Cl)C(=O)C1
  GLP-1R agonist: -2%; GLP1R cytotox: -16%; PTHR1 ag: i; D3 ag: 15; aSyn rescue: 0%; DRD3 antagonist: 2; TDP-43 yeast inh: -7%; GLP1R inv ag: -15%; KB-V1 MDR tox: 14%
> Cc1cc(C)n2nc(C(=O)OCC(=O)Nc3ccc(F)cc3F)nc2n1
  GLP-1R agonist: -14%; GLP1R cytotox: -2%; PTHR1 ag: i; D3 ag: -5; aSyn rescue: -1%; DRD3 antagonist: -19; TDP-43 yeast inh: -16%; GLP1R inv ag: 10%; KB-V1 MDR tox: 4%
> O=C(Nc1ccc(Br)cc1)c1ccc2ncsc2c1
  GLP-1R agonist: 1%; GLP1R cytotox: 0%; PTHR1 ag: -29%; D3 ag: -9; aSyn rescue: -6%; DRD3 antagonist: -9; TDP-43 yeast inh: 3.2µM*; GLP1R inv ag: ?; KB-V1 MDR tox: ?
> COc1ccc(-c2csc3ncn(-c4ccc(C)cc4)c(=O)c23)cc1OC
  GLP-1R agonist: 17%; GLP1R cytotox: -2%; PTHR1 ag: i; D3 ag: 6; aSyn rescue: -1%; DRD3 antagonist: -6; TDP-43 yeast inh: 17%[9.22 µM]; GLP1R inv ag: ?; KB-V1 MDR tox: ?

The results go on.
molecule | GLP-1R agonist | GLP1R cytotox | PTHR1 ag | D3 ag | aSyn rescue | DRD3 antagonist | TDP-43 yeast inh | GLP1R inv ag | KB-V1 MDR tox
NC(=O)c1ccc2nc(NC(=O)c3ccc(N)cc3)sc2c1 | 7% | -11% | -6% | -5 | -7% | -18 | -13% | ? | 10%
C=CCN(CC=C)CCCOc1ccc(Br)cc1Cl | 8% | 17% | i | -12 | -2% | -11 | -1% | -4% | -7%
COc1cc(-c2ccno2)ccc1S(=O)(=O)N1CCN(c2ccc(C(C)=O)cc2)CC1 | · | -2% | -10% | -1 | · | · | 24% | 25% | -14%
Cc1cc(C)nc(SCc2ccc3nonc3c2)n1 | 5% | 1% | -9%[57.5 µM] | -19 | 22% | -23 | 19% | -21% | -1%
COC(=O)C1CC(O)CN1S(=O)(=O)c1cccs1 (stereo not given) | 11% | 7% | i | 9 | -1% | 16 | -9% | 21% | ?
NC(=O)c1c(NC(=O)c2nc(SCc3ccccc3F)ncc2Cl)sc2c1CCCC2 | · | -12% | i | 3 | · | · | 6% | 8% | 5%

The list is partial (hit frequency here may not be typical).
